Bioassay records deposited in PubChem by National Center for Advancing Translational Sciences (NCATS).
aSyn yeast inh: alpha-synuclein toxicity inhibition in yeast; Yeast expressing alpha-synuclein, growth rescue, BacTiter-Glo, 24 h; Potency, µM (series often up to 46.1 µM), for the others: at the highest dose growth rescue (activation), most hits filed as activators; 370,000 tested, 0.14% active; AID 652106; active = well fitted activation curve with a large enough effect; inconclusive = small, poorly fitted or top-dose-only effect; inactive = no such curve, though single readings can be large or run the other way; note: % of control where 0% means no effect; nearly all actives have a fitted effect of over 65% in size
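Rescue of yeast growth: cells expressing toxic alpha-synuclein, induced in galactose at OD600 0.02, incubated with compound 24 h at 30 C. ATP luminescence quantified growth; inhibitors of toxicity appear as activators.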
Starred values were filed as active, the others as inactive; ? = inconclusive; & = joins results of further samples; [ ] = remark or other dose. Potency is the fitted concentration of half-maximal effect. These rows are one share of the data; the hit share may differ from the screen's.

canonical_smiles | aSyn yeast inh
CCCCCCn1c(SCC#N)nc2ccccc2c1=O | 2%
CN(C)c1ccc(/C=C/c2sc3ccccc3[n+]2C)cc1 | -60%[inhibitor]
COc1ccc(C2Nc3ccccc3C(=O)N2Cc2ccco2)cc1OC (stereo unspecified) | 5%
C=C1C=C(C)n2ncc(C(=O)Nc3cccc(C(=O)Nc4cccc(C(F)(F)F)c4)c3)c2N1 | -1%
O=C(c1cccs1)N(Cc1ccco1)c1ccc(O)cc1 | 6%
CCn1nnnc1Sc1nc(C)nc2scc(-c3ccccc3)c12 | -6%
Cc1cccc(-c2[nH]c(C(C)(C)C)nc2-c2ccc3nccnc3c2)n1 | 11%
CNCCN(C)c1nc(-c2cccs2)nc2ccccc12 | -5%
CCCCCCCCCC[n+]1cccc2cc(Cl)ccc21 | -13%
CC(C)(C)c1ccc(S(=O)(=O)N2CCN(c3nc(-c4cccs4)nc4ccccc34)CC2)cc1 | 1%&0%
O=C(Nc1nnc(CCc2ccccc2)s1)C1CCN(C(=O)c2ccco2)CC1 | -4%
Cn1c(=S)[nH]c2cc(C(=O)N3CCN(Cc4cccs4)CC3)ccc2c1=O | -1%
CCN(CC)c1ccc(/C=C/c2c(C)cnc3ccccc23)cc1 | -2%
Clc1nc(NCC2CCCO2)c2[nH]cnc2n1 (stereo unspecified) | 10%
CNc1c(Br)cc(/C=C2\C=Cc3ccccc32)cc1Br | 10%
O=[N+]([O-])c1ccc2c(c1)S(=O)(=O)C=C2 | -42%[inhibitor]
O=C(Nc1ccncc1)C1C(=O)c2ccccc2N(Cc2ccccc2)C1=O (stereo unspecified) | 0%
Cc1nc(N=Nc2cc(S(=O)(=O)O)c3cc([N+](=O)[O-])cc(S(=O)(=O)O)c3c2)c(COP(=O)(O)O)c(C=O)c1O | -2%&0%
N#Cc1nc(-c2ccc(OCc3ccc(Cl)cc3)cc2)oc1N1CCCCC1 | 14%
COc1ccc2c(c1)C/C(=C\c1ccc(N(C)C)cc1)C2=O | -9%
COc1cc2c(NC3CCN(C)CC3)nc(N3CCCCC3)nc2cc1OCCCN(C)C | 1%
CC(C)CN(CC(C)C)c1ccc(/C=C/c2ccnc3ccccc23)cc1 | -57%[inhibitor]
C=CC[C@H](N)C(=O)O | 3%
Nc1ccc(/C=C/c2nccc3ccccc23)cc1 | -56%[inhibitor]
CC(C)NC(=O)COC(=O)c1ccccc1OCC(=O)Nc1ccc(Br)cc1 | 1%
Cc1ccc(NC(=O)c2cnn3c2NC(=C2CC2)C=C3C(F)F)cc1 | 1%
CCOc1ccc(NC(=O)CSc2nnc3c(n2)[nH]c2ccc(S(=O)(=O)N4CCOCC4)cc23)cc1 | 4%
O=[N+]([O-])c1cc(Cl)ccc1Nc1nc(Nc2ccc(Cl)cc2[N+](=O)[O-])nc(N2CCOCC2)n1 | 21%
Brc1ccc(/C=C2\C=Cc3ccccc32)cc1 | 8%
CCCCOc1ccc(C(=O)NO)cc1 | 3%
CCCN1CNc2c(c(=O)[nH]c(=S)n2CCc2cccc(C)c2)C1 | 2%
O=C(Nc1ccccc1)c1nc(S(=O)(=O)Cc2ccccc2F)ncc1Cl | -71%[inhibitor]
Cn1nc(-c2ccc(Cl)cc2)nc2c(=O)n(C)c(=O)nc1-2 | -87%[inhibitor]
O=C(c1ccccc1)C(I)(I)N1CCOCC1 | 0%
CC(C)(C)c1onc(OCP(=O)(O)O)c1CC(N)C(=O)O (stereo unspecified) | -2%&-8%
C(=C\c1cnc2ccccc2n1)/c1ccc2c(c1)OCO2 | -7%
COc1ccc(/C=C/c2ccnc3ccccc23)cc1 | -4%
O=C(c1cnn2c1NC(=C1CC1)C=C2C(F)F)N1CCc2ccccc2C1 | 2%
COc1ccc(Cn2nnnc2C(c2ccccn2)N2CCN(c3ccc(O)cc3)CC2)cc1 (stereo unspecified) | 2%
CC(=O)c1ccc([N+](C)(C)C)cc1 | -3%
CN1CCN(c2ccnc(N(C)CCCCCCN)n2)CC1 | 8%
COc1cc(Br)c(CC(=O)NO)cc1OC | 2%
Cc1cc(/C=C2\C=Cc3ccccc32)cc(C)c1N | -22%
Cc1ccc(C(c2nnnn2Cc2ccccc2)N2CCN(Cc3ccncc3)CC2)cc1 (stereo unspecified) | 0%
CCCCC#Cc1nc(NC)c2ncn([C@@H]3O[C@H](CO)[C@@H](O)[C@H]3O)c2n1 | 5%
NNC(=O)c1ccc(C(=O)N(c2ccccc2)c2ccccc2)cc1 | -20%
Fc1ccc(/C=C/c2nccc3ccccc23)cc1 | -40%[inhibitor]
C=C1NN(Cc2ccccc2)C(=O)N1c1ccc(OC)cc1 | 6%
Nc1nc(NCc2ccc(F)cc2)c2[nH]cnc2n1 | 8%
COc1ccc2c(c1)c1nnc(SC(C)C)nc1n2C | 7.9µM*
CN(N=O)c1ccc(C=C2c3ccccc3-c3ccccc32)cc1 | 9%
CN(Cc1ccccc1)c1ccc(/C=C/c2nc3ccccc3s2)cc1 | -60%[inhibitor]
CC(=O)Nc1ccc(/C=C/c2ccnc3ccccc23)cc1 | -1%
CCCN1CNc2c(c(=O)[nH]c(=S)n2Cc2ccc(OC)c(OC)c2)C1 | 5%
Nc1cc(C(F)(F)F)ccc1S(=O)(=O)Nc1cccc2c1NCCC2 | ?
CCOC(=O)c1ccccc1OCc1cc(C2Nc3ccccc3C(=O)N2c2cccc3ccccc23)ccc1OC (stereo unspecified) | ?
Cn1cnc2c(NCc3ccccc3)nc(NCCO)nc21 | 0%
O=C(CNC(=O)C(c1ccccc1)c1ccccc1)OCC(=O)c1cccc2ccccc12 | -5%
C(=Nc1cnc2ccccc2c1)c1cccnc1 | 4%
O=C(COC(=O)CNC(=O)C1CCCCC1)NC1CCCC1 | -2%

Carrying on:
canonical_smiles | aSyn yeast inh
COc1cc(OC)c(/C=C/c2cc3ccccc3c[n+]2C)c(OC)c1 | -6%
CCCSc1ncc(Cl)c(C(=O)Nc2sc3c(c2C(=O)NCCCOC)CCCC3)n1 | 1%
O=C(NCCc1nc2ccccc2n1CCCOc1ccccc1Cl)C1CCCCC1 | 7%
OC(CBr)CN1CCCCC1 (stereo unspecified) | 3%
COc1ccc2nccc(/C=C/c3ccc(N(C)C)cc3)c2c1 | -26%
CCc1ccc2[nH]c(=O)c(CN(Cc3ccccc3)Cc3nnnn3C(C)(C)C)cc2c1 | 9%
C/C=C(\NNC(C)=O)c1ccc(O)cc1 | -4%
COc1ccc(C2Nc3ccccc3C(=O)N2c2ccc(F)cc2)cc1COc1ccc(NC(C)=O)cc1 (stereo unspecified) | 1%
O=C(c1ccc2c(=O)n(Cc3ccc4c(c3)OCO4)c(=S)[nH]c2c1)N1CCN(Cc2ccccc2)CC1 | 0%
CC(=O)Oc1ccc2cc(-c3nc4c(s3)CCc3ccccc3-4)c(=O)oc2c1 | 4%
O=C(CCBr)Nc1cccc2cccnc12 | 1%
NC[C@@H]1O[C@H](c2ccccc2)Cc2c1ccc(O)c2O | 4%

For convenience, part of the list above:
canonical_smiles | aSyn yeast inh
COc1cc(OC)c(/C=C/c2cc3ccccc3c[n+]2C)c(OC)c1 | -6%
CCCSc1ncc(Cl)c(C(=O)Nc2sc3c(c2C(=O)NCCCOC)CCCC3)n1 | 1%
O=C(NCCc1nc2ccccc2n1CCCOc1ccccc1Cl)C1CCCCC1 | 7%
OC(CBr)CN1CCCCC1 (stereo unspecified) | 3%
COc1ccc2nccc(/C=C/c3ccc(N(C)C)cc3)c2c1 | -26%

Going on with the list.
canonical_smiles | aSyn yeast inh
Cc1ccc2c(c1)CCC2=O | 13%
O/N=C(/CBr)c1ccc2ccccc2c1 | -5%
Cc1cc[n+](CC#N)cc1 | -6%
O=C(COc1ccccc1C(=O)Nc1ccccc1)Nc1ccccc1F | -1%
Cc1cc(OCC(=O)Nc2cccc(-c3nc4ccccc4o3)c2C)cc(C)c1Cl | 1%
Clc1nc(NCc2ccco2)c2ccccc2n1 | 9%
CNc1nc(-c2ccccc2)c(-c2ccccc2)s1 | -1%
COc1ccc2[nH]c(C)c(C(=O)CN(C)CC(OC)OC)c2c1 | -5%
COc1cc(C)c(NC(C)C(=O)c2c(C)[nH]c3ccccc23)cc1OC (stereo unspecified) | -4%
O=C(CCCl)Nc1cccc2cccnc12 | 2%
CC(C)(C)c1ccc(S(=O)(=O)N2CCN(c3nc(-c4ccccc4)nc4ccccc34)CC2)cc1 | 1%
O=S(=O)(Nc1cccc2cccnc12)c1cccc2ccccc12 | ?
Cc1ccc(NC(=O)c2ccc(NC(=O)C3CCCC3)cc2)c(C)c1 | 1%
COc1ccc(CN(Cc2ccccc2)C(=O)c2ccc(O)cc2)cc1COc1ccc(NC(C)=O)cc1 | 0%
COc1ccc(/C=C/c2nnc(NC(=O)COc3ccc(Cl)cc3)s2)cc1 | 11%
Cc1c(C#N)c(NC(=O)COC(=O)c2cc(Cl)c3c(c2)OCCCO3)n(Cc2ccco2)c1C | 1%
O=C(O)[C@H]1NCCC[C@H]1C(=O)O | -7%
CC(NC(=O)COC(=O)c1ccco1)C12CC3CC(CC(C3)C1)C2 (stereo unspecified) | 9%
CCOc1nc(C#N)nc(N2CCOCC2)n1 | 1%
Nc1cccc(B(O)O)c1 | 2%
Cc1nc([N+](=O)[O-])cn1CC(O)c1ccc2c(c1)OCO2 (stereo unspecified) | -3%
Cc1ccnc2ccccc12 | -2%
CN1CC2(Cc3cc([N+](=O)[O-])ccc31)C(=O)OC(C)(C)OC2=O | 0%
COc1cccc(NC(=O)COc2ccccc2C(=O)Nc2ccccc2)c1 | 1%
Nc1nc(=S)[nH]c(N)c1N | 4%
O=C(C[n+]1ccc2ccccc2c1)c1ccc(O)c(O)c1 | -8%
COc1cc(/C=C/c2cncc(/C=C/c3cc(OC)c(OC)c(OC)c3)c2)cc(OC)c1OC | 0%
C/C=C(\C)NNC(=O)Cc1ccc(OC)cc1 | 6%
COc1cc2nc(N3CCN(C)CC3)nc(NC3CCN(C)CC3)c2cc1OC | -9%
COc1cc(OC)c(/C=C/c2ccc3ccccc3[n+]2C)c(OC)c1 | -20%
CCN(CC)CCN1C(=O)c2ccccc2NC1c1ccc(OC)c(COc2ccc(NC(C)=O)cc2)c1 (stereo unspecified) | ?
CSc1nc(=O)[nH]c2nc[nH]c12 | 0%
CCCN1CNc2c(c(=O)[nH]c(=S)n2CCc2ccc(OC)cc2OC)C1 | -4%
Cc1ccc(S(=O)(=O)N2CCN(c3nc(-c4ccc(CN5CCOCC5)s4)nc4ccccc34)CC2)cc1 | -10%
Cc1nnc(NC(=O)C2CCN(C(=O)c3ccsc3)CC2)s1 | 11%
Cc1ccccc1OCC(=O)NCC(=O)OCc1cccc2ccccc12 | 3%
CN(N=O)c1ccc(/C=C/c2ccccc2)cc1 | 5%
Cc1ccc2[nH]c(=O)c(CN(Cc3cccs3)Cc3nnnn3Cc3ccco3)cc2c1 | 0%
Cc1nc2ccc(C(=O)OC(C)C(=O)c3c(C)[nH]c4ccccc34)cc2nc1C (stereo unspecified) | -8%
Cc1ccc(C(=O)NCC(=O)OCC(=O)c2ccc3ccccc3c2)cc1 | 3%
CNc1nc(NCc2ccco2)c2ccccc2n1 | -5%
COc1ccc(S(=O)(=O)N2CCN(c3nc(-c4ccccc4)nc4ccccc34)CC2)cc1 | 1%
COc1ccc(C2Nc3ccccc3C(=O)N2c2cccc3ccccc23)cc1COc1c(C)cccc1C (stereo unspecified) | 4%
O=C(Cc1ccc(OCC2CCCCC2)cc1)NO | 22µM*
CCN(CC)c1ccc(-c2nnc(SCC(=O)NCc3ccco3)n2C)cc1 | 1%
CCCN1CNc2c(c(=O)[nH]c(=S)n2CCc2ccccc2C)C1 | -8%
O=C(O)CC(CC(=O)O)c1ccc2c(c1)OCO2 | 0%
COc1ccc(OCCCn2c(CCNC(=O)C3CCCCC3)nc3ccccc32)cc1 | 11%
CC(C)c1ccc(Nc2nc(Nc3ccc(Cl)cc3)nc(N3CCOCC3)n2)cc1 | 5%
O=C(COc1ccccc1C(=O)Nc1ccccc1)Nc1cccc(Br)c1 | 9%
COc1ccc(C(=O)Nc2ncnc3nc[nH]c23)cc1 | -1%
Clc1ccc(Cn2c3c(c4ccccc42)CCc2cc4ccccc4nc2-3)cc1 | -3%
O=S(=O)(Nc1cccc2cccnc12)c1cccc2cccnc12 | 4%
Clc1cccc(Nc2nnc(-c3ccccc3)c3ccccc23)c1 | 10%
NC(=O)CC[C@H](N)C(=O)O | 0%
CCCC[n+]1c(/C=C/c2c(OC)cc(OC)cc2OC)ccc2ccccc21 | -29%
c1ccc2c(N=NN3CCCCC3)ccnc2c1 | ?
Cc1ccccc1NC(=O)COc1ccccc1C(=O)Nc1ccccc1 | -2%
CNc1c(Br)cc(C=O)cc1Br | 2%
c1ccc(Cn2nnnc2C(c2ccccc2)N2CCN(Cc3ccncc3)CC2)cc1 (stereo unspecified) | 7%

Additional records:
canonical_smiles | aSyn yeast inh
O=C(Cc1ccccc1)NCC(=O)OCC(=O)c1cccc2ccccc12 | -2%
Cc1ccc(Nc2ncnc3nc[nH]c23)cc1 | 0%
O=C(C[N+]12CN3CN(CN(C3)C1)C2)c1ccc(O)c(O)c1 | ?
O=c1[nH]cnc2c1ncn2[C@H]1C[C@H](O)[C@@H](CO)O1 | 0%
Nc1ccc(/C=C/c2ccc3cccnc3c2)cc1 | -3%
CCN(CC)c1ccc(/C=C/c2cc(Cl)nc3ccccc23)cc1 | -28%
N#Cc1ccc(C(=O)N(Cc2ccco2)Cc2cccs2)cc1 | 5%
Nc1ncnc2c1[nH]c(=S)n2C1OC(CO)C(O)C1O (stereo unspecified) | 1%
COc1cccc(OC)c1-c1cc(CCCc2cc(-c3c(OC)cccc3OC)nc3ccccc23)c2ccccc2n1 | 0%
